Screening data deposited in PubChem by Sanford-Burnham Center for Chemical Genomics.
Hep lipid drop = modulators of hepatic lipid droplet formation | inhibition, % at 6.5 µM | AML12 mouse hepatocytes, oleate lipid droplets, BODIPY imaging | 0.4% of 240,000 active;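 active = lipid droplet intensity inhibited by at least 50%, with more than 500 cells counted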
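Material – AML12 mouse liver cells · Also added – oleate loading, 100 µM · Compound dosing – 6.5 µM single-point dosing · Times – overnight treatment with compound plus oleate · Measured by – fluorescence imaging, 20x objective, two fields per well · Read-out – percent inhibition of filter-corrected integrated lipid droplet intensity per well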
Hep lipid drop cells 6.5 µM = recorded beside Hep lipid drop, whose call it bears; cell count; measured here: cell count, cytotoxicity flag;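 cells counted across two imaged fields per well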
Active calls of the source: *. These rows are one share of the data. The share of hits here may be higher or lower than overall.

SMILES	Hep lipid drop	Hep lipid drop cells 6.5 µM
CC(=O)OCC1OC(OCc2cn(C[C@H]3CC[C@@H]([C@@H]4CC[C@H](Cn5cc(COC6OC(COC(C)=O)C(OC(C)=O)C(OC(C)=O)C6OC(C)=O)nn5)O4)O3)nn2)C(OC(C)=O)C(OC(C)=O)C1OC(C)=O (some centres not stated)	-2.4	792
COc1ccc(-n2nc3c(c2NC(=O)c2ccc(Br)o2)CS(=O)(=O)C3)cc1	12.8	776
Cc1c(C)n(C)c2ccc(C(=O)NCCCN3CCN(c4ccc(F)cc4)CC3)cc12	-14.3	732
CCc1ccccc1NC(=O)C1CCN(C(=O)N2CCOc3ccccc32)CC1	0.9	742
CCCCC1(c2ccc(F)cc2)NC(=O)N(CC(=O)N2CCN(C(=O)c3ccco3)CC2)C1=O (configuration not stated)	-6.9	795
C/C(Cc1ccccc1)=N\NC(=O)CNC(=O)c1ccccc1F	13.2	729
O=C(N/N=C/c1c[nH]c2ccccc12)c1ccc(O)c(O)c1	3.5	826
Cc1cc(NC(=O)CS(=O)(=O)c2ccc(Cl)cc2)no1	-4.0	714
Oc1ccc(/C=N/Nc2cccc(Cl)n2)c(O)c1	7.0	791
COCCNC(=O)/C(C#N)=C/c1c(N2CCN(C)CC2)nc2c(C)cccn2c1=O	-2.9	840
O=C(Nc1ccccc1F)Nc1cc(Cl)ccc1-n1cncn1	-0.7	835
Cc1nnsc1S(=O)(=O)c1ccccc1	-11.4	811
CCOc1ccccc1NC(=O)c1cc2ccccc2oc1=O	-6.7	785
O=C(NC1CCSc2ccccc21)c1ccc(C(F)(F)F)cc1 (configuration not stated)	-9.2	758
CC(SCC(=O)Nc1ccc(F)cc1)c1nc2ccccc2c(=O)[nH]1 (configuration not stated)	8.7	859
COc1cc(/C=N/N2C(C)CCCC2C)cc(OC)c1O (configuration not stated)	-2.9	854
C[n+]1ccccc1/C=C/c1cc(Br)ccc1O	-1.1	860
Cn1c(CC(=O)Nc2cccc(Cl)c2Cl)nnc1SCC(=O)NC1=NCCS1	-19.0	736
COc1ccc(NC(=O)CSc2cn[nH]n2)cc1OC	-11.2	836
C=CCNC(=O)c1ccc2c(=O)n(Cc3ccccc3OC)c(=S)[nH]c2c1	-6.9	838
CCOc1ccccc1NC(=O)CCn1nc(C)c(S(=O)(=O)N2CCCCC2)c1C	8.3	785
Cc1c(C(=O)N2CCc3ccccc3C2)oc2ccccc12	7.5	650
COc1ccc(S(=O)(=O)N(C)c2ccc(C(=O)Nc3cccnc3)cc2)cc1OC	-10.5	714
CCc1ccc(Nc2n[n+](C)c(-c3ccncc3)s2)cc1	-2.4	792
CCN1C(=O)[C@H]2[C@@H](c3ccc(C)cc3)N3C(=O)N(c4cccc(F)c4)C(=O)[C@@]3(C)[C@H]2C1=O	9.0	826

Continued; the last three above are carried over.
SMILES	Hep lipid drop	Hep lipid drop cells 6.5 µM
COc1ccc(S(=O)(=O)N(C)c2ccc(C(=O)Nc3cccnc3)cc2)cc1OC	-10.5	714
CCc1ccc(Nc2n[n+](C)c(-c3ccncc3)s2)cc1	-2.4	792
CCN1C(=O)[C@H]2[C@@H](c3ccc(C)cc3)N3C(=O)N(c4cccc(F)c4)C(=O)[C@@]3(C)[C@H]2C1=O	9.0	826
CCc1ccc(S(=O)(=O)/N=C2\C=C(Nc3ccc(O)cc3)C(=O)c3ccccc32)cc1	-3.1	841
CN(C)c1ccc(C(C(=O)NCC2CCCO2)N(Cc2ccco2)C(=O)c2snc(C(N)=O)c2N)cc1 (configuration not stated)	-2.8	744
C/C(=N/Nc1ccccc1[N+](=O)[O-])c1ccc(C)c([N+](=O)[O-])c1	15.7	803
O=C(c1ccncc1)N1CCN(S(=O)(=O)c2cccc(F)c2)CC1	15.1	691
CN(Cc1nnc(-c2ccc(F)cc2)o1)c1ccccc1	-13.2	818
NS(=O)(=O)c1ccc(CCNC(=O)CSc2ccc([N+](=O)[O-])cc2)cc1	6.5	852
Cc1ccc(NC(=O)O/N=C/c2ccc(Br)cc2)cc1	-2.5	830
O=C(NCc1ccccc1Cl)c1cnc2ccccc2n1	-2.6	772
Cc1ccc(S(=O)(=O)N2CCOC2CNC(=O)C(=O)NCCCN2CCOCC2)cc1 (configuration not stated)	-0.1	821
CC1=C([N+](=O)[O-])C(c2ccc(O)c(O)c2)NC(=O)N1 (configuration not stated)	1.5	872
COC(=O)C1=NN(C(=O)c2ccccc2)C(O)(c2ccc([N+](=O)[O-])cc2)C1 (configuration not stated)	2.3	876
Cc1ccccc1C(=O)O/N=C(\N)c1ccc([N+](=O)[O-])cc1	-0.3	783
CS(=O)(=O)Nc1ccc(C2=NN(C(=O)CCCC(=O)O)C(c3cccs3)C2)cc1 (configuration not stated)	3.0	856
CCOC(=O)C1CCCCN1C(=O)c1ccc2nc(Cc3ccc(OC)cc3)oc2c1 (configuration not stated)	-21.6	686
CC(C)[C@H](NC(=O)N1c2ccccc2NC(=O)[C@@H]1C(C)C)C(=O)N[C@@H](Cc1c[nH]c2ccccc12)C(=O)O	-4.3	780
CCOC(=O)Cc1csc(NC(=O)c2cc(C)on2)n1	0.4	649
CCn1c(CC(=O)Nc2ccccc2)nnc1SCC(=O)N1CCOCC1	4.1	861
COCCN(C(=O)CCc1nnc(Cc2c[nH]c3ccccc23)o1)C(C)C	11.2	859
Cc1ccc(CNC(=O)CN(C(=O)C2(C)CC(=O)N=C3C=CC=CN32)c2cccc(C)c2C)cc1 (configuration not stated)	2.1	732
CN(c1ccccc1)S(=O)(=O)c1ccc2ccccc2c1	3.5	832
O=C(NCCN1CCOCC1)c1sc2cc(Cl)ccc2c1Cl	-8.2	840
O=C(CCNS(=O)(=O)c1ccc(Cl)cc1)N1CCCC1	-8.5	708
COc1ccc(-c2noc(N3CCC(C(=O)Nc4ccccc4F)CC3)n2)cc1	-5.0	825
O=C(CC12CC3CC(CC(Br)(C3)C1)C2)NCc1ccccc1	-2.9	833
CN(CC1CCCN(CCc2ccc(Cl)cc2)C1)C(=O)CC(F)(F)F (configuration not stated)	-4.5	767

Nothing new here: entries from further up.
SMILES	Hep lipid drop	Hep lipid drop cells 6.5 µM
CCc1ccc(S(=O)(=O)/N=C2\C=C(Nc3ccc(O)cc3)C(=O)c3ccccc32)cc1	-3.1	841
CN(C)c1ccc(C(C(=O)NCC2CCCO2)N(Cc2ccco2)C(=O)c2snc(C(N)=O)c2N)cc1 (configuration not stated)	-2.8	744

(cont.)
SMILES	Hep lipid drop	Hep lipid drop cells 6.5 µM
COc1cccc(/C=C2\SC(=S)N(CCC(=O)Nc3ccc(O)cc3)C2=O)c1	7.5	823
COCCCn1c(=O)c2ccccc2n(CC(=O)NC2CCCCC2)c1=O	-3.0	772
Cc1ccc(NC(=O)CCc2nnc3ccc(N4CCN(C)CC4)nn23)cc1F	-0.1	798
COc1ccccc1CNC(=O)c1cc(C(C)C)nc2ccccc12	-5.7	724
CC(C)Oc1cccc(-c2cc(C(=O)NN3CCOCC3)c3ccccc3n2)c1	-3.8	660
Cn1c(CN2CCN(c3ccccc3NS(C)(=O)=O)CC2)nc2ccccc21	-3.4	765
O=C(Cc1ccc(Br)cc1)N/N=C/c1cccnc1	6.6	642
CCOC(=O)N1CCC(N2C(=O)c3ccc(C(=O)Nc4cccc(OC)c4)cc3C2=O)CC1	-0.3	742
CCCOc1ccccc1/C=C1\SC(N2CCCCC2)=NC1=O	-13.1	778
[N-]=[N+]=NC1c2ccccc2C(=O)N1Cc1ccccc1 (configuration not stated)	4.4	781
Cc1cccnc1NC(=O)c1cccc(S(=O)(=O)N2CCN(c3ccc(F)cc3)CC2)c1	-7.6	738
COc1ccc(CNC(=O)Cc2cccs2)cc1	6.5	857
COc1ccc(/C=N/NC(=O)c2cccnc2)cc1O	-1.4	791
Cc1ccc2sc(N(CCCN(C)C)C(=O)CCS(=O)(=O)c3ccccc3)nc2c1C	-19.4	748
CCOc1cc(Cl)c(S(=O)(=O)NCCCN2CCOCC2)cc1Cl	7.9	684
O=C1Cc2cc(S(=O)(=O)N3CCN(c4cccc(Cl)c4)CC3)ccc2N1	-0.4	764
CCc1ccc(CN(C)C(=O)c2cc(COc3ccc(-n4cncn4)cc3)on2)cc1	6.1	718
CCOc1ccc(NC(=O)c2sc3nc4n(c(=O)c3c2C)CCC4)cc1	8.5	785
CSc1ccccc1C(=O)NC1CCCN(Cc2ccccc2F)C1 (configuration not stated)	2.4	888
COCCC(=O)N1CCC(Oc2ccc(C(=O)NCCn3cccn3)cc2)CC1	-0.4	778
Cc1ccc(S(=O)(=O)NCc2nc3nc(C)cc(C)n3n2)c(C)c1	4.8	742
O=C(O)CCC(=O)Nc1ccc2c(c1)Cc1cc(NC(=O)CCC(=O)O)ccc1-2	-6.9	711
CN(C)S(=O)(=O)c1ccc(C(=O)N2CC(=O)Nc3ccc(F)cc3C2c2ccc(F)cc2)cc1 (configuration not stated)	4.7	828
C=CCNC(=O)c1ccc(CSc2nc3ccccc3s2)cc1	-16.3	657
CCOc1ccccc1NC(=O)c1oc2ccccc2c1NC(=O)C1CC1	-16.9	713

New compounds follow.
SMILES	Hep lipid drop	Hep lipid drop cells 6.5 µM
CCc1cc(=O)oc2cc(C)cc(OC(C)C(=O)NC3CCN(Cc4ccccc4)CC3)c12 (configuration not stated)	-25.3	776
CC1CCN(C(=O)COC(=O)CCCN2C(=O)c3cccc4cccc(c34)C2=O)CC1	3.9	710
COC(=O)c1sccc1NC(=O)Nc1ccc(C)c(C)c1	-6.6	660
CCOc1ccccc1N(CC(=O)N1CCCCCC1)S(=O)(=O)c1ccc(C)cc1	-19.2	683
COc1ccccc1-c1c(C)oc2c(CN3CCOCC3)c(O)ccc2c1=O	-2.6	872
CCOc1ccccc1C(=O)Nc1c[nH]c(=O)[nH]c1=O	24.0	860
S=c1nc[nH]c2nc[nH]c12	2.3	779
COc1ccccc1C(=O)C1CCCN(C(=O)c2ccco2)C1 (configuration not stated)	-2.5	755
Cc1oc(-c2ccccc2Cl)nc1CS(=O)CC(=O)NCCc1ccccc1 (configuration not stated)	-3.7	677
COc1ccccc1CCC(=O)OCC(=O)Nc1c(Br)cc(C)cc1Br	0.4	822
CC1CC(C)CN(CCCNC(=O)c2ccc3c(c2)NC(=O)CS3)C1 (configuration not stated)	2.2	749
COCC1CCCN(C(=O)c2cc(COc3cccc4cccnc34)on2)C1 (configuration not stated)	-23.0	707
CCc1ccc(-c2cc(C)no2)cc1S(=O)(=O)Nc1ccc(Cl)cn1	-3.8	650
O=C(NCC(O)c1ccc([N+](=O)[O-])cc1)Nc1ccccc1 (configuration not stated)	-2.0	827
CC(=O)NCCc1nc2ccccc2n1CCCCOc1ccccc1	3.7	830
O=C(NCCCn1ccnc1)/C(=C\c1ccccc1Cl)NC(=O)c1ccccc1	-7.9	597
Cc1c(CC(=O)O)c(=O)oc2cc(OCc3ccc(F)cc3Cl)ccc12	-1.5	736
O=C1CSC(=Nc2cccc([N+](=O)[O-])c2)N1	-14.5	847
COc1ccc(-c2cc(=O)oc3cc(OCC(=O)N[C@@H](Cc4c[nH]c5ccccc45)C(=O)O)ccc23)cc1	-1.4	787
Cc1cc(=O)cc(C)n1-c1ccccc1Br	-0.5	845
CCN(CC)c1ccc(CN(C(=O)c2cccs2)C2CCS(=O)(=O)C2)cc1 (configuration not stated)	-4.0	705
O=C(CNS(=O)(=O)c1ccc(F)cc1)N1CCOCC1	2.3	848
CCOP(=O)(c1ccc(N(C)C)cc1)C(O)c1ccccc1F (configuration not stated)	-11.4	756
C/C(=N\NC(=O)c1ccccc1C)c1cccnc1	1.1	815
CC(C)c1ccc(/C=C2\NC(=O)NC2=O)cc1	-11.8	815

Full records as entered above.
Shown for S=c1nc[nH]c2nc[nH]c12 = Hep lipid drop = 2.3; Hep lipid drop cells 6.5 µM = 779
Shown for COc1ccccc1C(=O)C1CCCN(C(=O)c2ccco2)C1 (configuration not stated) = Hep lipid drop = -2.5; Hep lipid drop cells 6.5 µM = 755

Later entries
SMILES	Hep lipid drop	Hep lipid drop cells 6.5 µM
COc1ccc(-c2csc(NC(=S)NC(=O)/C=C/c3ccc(C(C)C)cc3)n2)cc1OC	-3.5	788
Cc1cc(OCC(=O)NCCCN2CCOCC2)c2c(C)cc(=O)oc2c1	10.9	780
Cc1cccc(N(C(=O)c2csnn2)C(C(=O)NCc2ccccc2)c2ccncc2)c1 (configuration not stated)	5.4	827
CC(=O)c1ccc(OC(=O)CN2C(=O)c3ccccc3C2=O)cc1	-17.6	813
CC(C)C1COS(=O)(=O)NC1CC(=O)SC(C)(C)C (configuration not stated)	7.3	868
COc1ccc(Cl)cc1NC(=O)CN(C)Cc1cccs1	23.4	833
Cc1ccc(NC(=O)CCC(=O)N/N=C/c2ccccc2O)cc1	-17.7	686
COc1ccc(-c2oc3cccnc3c2/C=C/c2ccc(OC)c(OC)c2)cc1	-4.8	762
O=C(CCCc1ccccc1)NCc1ccccc1Cl	1.1	801
CCOc1cc(N2CCOCC2)c(OCC)cc1NC(=O)c1ccc(-n2ccnc2)c([N+](=O)[O-])c1	2.6	776
CCOC(=O)c1sc(NC(=O)c2ccc(=O)[nH]c2)nc1C	-1.1	746
O=S(=O)(NCc1ccc(F)cc1)c1ccc(-n2cnnn2)cc1	7.4	731
O=C(COCc1cc(-c2ccc3c(c2)OCO3)on1)N1CCN(c2ccc(F)cc2)CC1	-5.6	748
CSc1cccc(CN2CCCC(C(=O)Nc3cccc(-n4cccn4)c3)C2)c1 (configuration not stated)	-6.7	673
COc1cccc(N(C(=O)c2snc(C(N)=O)c2N)C(C(=O)NCC2CCCO2)c2ccc3ncccc3c2)c1 (configuration not stated)	-12.2	803
Cc1ccccc1CCNC(=O)C1CCCN(c2cnccn2)C1 (configuration not stated)	2.0	751
CCOc1ccc(-n2nc(C(=O)NC3CCCCC3)c3ccccc3c2=O)cc1	-7.3	741
O=S(=O)(NCCc1csc(-c2cccnc2)n1)c1cccc(F)c1	0.6	816

Sorted by formula weight (lowest first): 3 of the compounds above.
SMILES	Hep lipid drop	Hep lipid drop cells 6.5 µM
CC1=C([N+](=O)[O-])C(c2ccc(O)c(O)c2)NC(=O)N1 (configuration not stated)	1.5	872
O=C(N/N=C/c1c[nH]c2ccccc12)c1ccc(O)c(O)c1	3.5	826
O=C(COCc1cc(-c2ccc3c(c2)OCO3)on1)N1CCN(c2ccc(F)cc2)CC1	-5.6	748
